# NCOA1 inh – SRC1 coactivator transcriptional activity inhibitors, primary screen, cell-based, luminescence; Nuclear receptor coactivator 1 (Homo sapiens), Q15788; HEK293 GAL4-SRC1 luciferase reporter; inhibition, % at 3.6 µM; 360,000 compounds, 0.12% hits;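 active = inhibition above the campaign mean plus 3 SD, with each screening campaign given its own cutoff, cut at about 60% in these data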;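 also: 0% = DMSO treated cells and 100% = gossypol at 36 µM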
# TROY signal inh – inhibitors of TROY-driven NF-kB signaling, primary screen, Q293 LMP1-TROYcd cells, NF-kB luciferase, uHTS | 360,000 compounds, 0.98% hits | AID 1347056, 2019 | inhibition, % at 10 µM | Q293 LMP1-TROYcd NF-kB luciferase reporter, 4 h;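 active = compounds whose plate-normalised and pattern-corrected inhibition of the luciferase reporter signal at the single screening dose is 50% or more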
# NR2F2 inh – NR2F2 transcriptional activity inhibitors, primary screen, cell-based, luciferase reporter, HEK293T, luminescence; COUP transcription factor 2 (Homo sapiens), P24468; HEK293T NGFI-A luciferase reporter; inhibition, % at 8.6 µM; 370,000 compounds, 0.7% hits;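 active = inhibition above a per-plate cutoff, mean inhibition of test wells between control levels plus 3 SD, cut at about 38% in these data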;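 also: cells cotransfected with COUP-TFII expression vector driving the NGFI-A reporter; 0% = median of COUP-TF2 test wells and 100% = reporter-only cells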
# Target sequence (P24468 whole entry, looked up): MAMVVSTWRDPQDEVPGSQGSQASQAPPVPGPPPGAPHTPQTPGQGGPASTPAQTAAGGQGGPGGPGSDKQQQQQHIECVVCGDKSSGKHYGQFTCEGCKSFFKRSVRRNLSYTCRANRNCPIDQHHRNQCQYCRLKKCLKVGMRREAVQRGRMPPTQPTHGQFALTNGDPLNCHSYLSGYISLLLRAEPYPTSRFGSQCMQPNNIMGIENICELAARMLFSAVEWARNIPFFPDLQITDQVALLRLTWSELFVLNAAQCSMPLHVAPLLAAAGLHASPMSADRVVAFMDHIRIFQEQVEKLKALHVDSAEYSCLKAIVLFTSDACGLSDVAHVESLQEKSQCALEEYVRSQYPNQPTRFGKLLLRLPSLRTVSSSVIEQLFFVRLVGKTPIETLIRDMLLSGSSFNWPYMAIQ
# LMP1 NFkB inh – EBV LMP1-driven NF-kappaB luciferase reporter inhibitors, primary screen, cell-based, luminescence, single point; LMP1-induced NF-kappaB luciferase reporter cells; inhibition, % at 12.5 µM; 350,000 compounds, 0.69% hits; in the data active = inhibition above about 41%;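 also: 0% = neutral control wells and 100% = reference inhibitor control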
# CF NFkB inh – inhibitors of PAF-induced NF-kB signaling, primary screen, cell-based, GFP fluorescence, uHTS; KKLEB NF-kB-GFP reporter, GFP fluorescence overnight; inhibition, % at 5 µM; 360,000 compounds, 0.86% hits;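 active = at least 50% inhibition at 5 µM, scaled per plate between neutral and stimulator controls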;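 also: PAF is a Pseudomonas aeruginosa culture filtrate used as stimulus; plate controls were PAF-stimulated DMSO wells for no effect and unstimulated DMSO wells for full effect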
# TWEAK-Fn14 inh – inhibitors of TWEAK-Fn14 signaling, primary screen, luciferase reporter cells, uHTS. TWEAK-stimulated Fn14 reporter cells, luciferase luminescence, 8 h. inhibition, % at 10 µM. 360,000 compounds, 2% hits. AID 1159606, 2016; in the data active = inhibition above about 50%
# KKLEB cytotox – cytotoxicity in KKLEB CF airway cells, primary screen, cytotoxicity control for CF NF-kB inhibitor project, cell-based, uHTS, fluorescence assay plates; 360,000 compounds, 0.36% hits; KKLEB CF airway cells viability, ATPlite luminescence, overnight; active compounds read low; cells stimulated with P. aeruginosa culture filtrate; activity change (cytotoxicity), % at 5 µM;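 active = corrected activity change at or below -50% at 5 µM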
# NCOA2 inhibitor – inhibition of GAL4-SRC2 driven luciferase reporter, primary screen, SRC2 inhibitor project, cell-based, luminescence; inhibition, % at 9 µM; HEK293 GAL4-SRC2 luciferase reporter; 370,000 compounds, 0.17% hits; AID 651957, 2012;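 active = inhibition above the mean inhibition of all tested compounds plus 3 SD, set per campaign, cut at about 52% in these data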;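 also: 0% = DMSO treated cells and 100% = cells given Gossypol at 36 µM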
# C8 TRAIL sens – viability loss with TRAIL in NB7+C8 cells, primary screen, TRAIL sensitizer project, cell-based, ATPlite luminescence; inhibition (viability loss, TRAIL sensitization), % at 10 µM; 360,000 compounds, 1% hits;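 active = compounds causing at least 50% loss of cell viability in the single-dose screen, relative to plate controls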
# SRC3 inh – SRC3 coactivator transcriptional activity inhibitors, primary screen, cell-based, luminescence | Nuclear receptor coactivator 3 (Homo sapiens), Q9Y6Q9 | HEK293 GAL4-SRC3 luciferase reporter | inhibition, % at 3.6 µM | 360,000 compounds, 0.17% hits;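 active = inhibition above a per-campaign cutoff, the mean of all compounds plus 3 SD, cut at about 60% in these data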;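 also: 0% = DMSO-treated cells and 100% = gossypol-treated cells at 36 µM; higher means less SRC3-driven luciferase light from the GAL4 reporter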
# LRH-1 inv ag – LRH-1 (NR5A2) inverse agonists, primary screen, cell-based, luminescence, HEK293T, StAR-luciferase reporter; Nuclear receptor subfamily 5 group A member 2 (Homo sapiens), O00482; LRH-1 transfected, 24 h; inhibition, % at 3.6 µM; 360,000 compounds, 0.13% hits; AID 602396, 2012;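 active = inhibition above the mean inhibition of all tested compounds plus 3 SD, cut at about 73% in these data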;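 also: 0% = DMSO wells and 100% = reporter-only cells lacking LRH-1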
# Target sequence (O00482 whole entry, looked up): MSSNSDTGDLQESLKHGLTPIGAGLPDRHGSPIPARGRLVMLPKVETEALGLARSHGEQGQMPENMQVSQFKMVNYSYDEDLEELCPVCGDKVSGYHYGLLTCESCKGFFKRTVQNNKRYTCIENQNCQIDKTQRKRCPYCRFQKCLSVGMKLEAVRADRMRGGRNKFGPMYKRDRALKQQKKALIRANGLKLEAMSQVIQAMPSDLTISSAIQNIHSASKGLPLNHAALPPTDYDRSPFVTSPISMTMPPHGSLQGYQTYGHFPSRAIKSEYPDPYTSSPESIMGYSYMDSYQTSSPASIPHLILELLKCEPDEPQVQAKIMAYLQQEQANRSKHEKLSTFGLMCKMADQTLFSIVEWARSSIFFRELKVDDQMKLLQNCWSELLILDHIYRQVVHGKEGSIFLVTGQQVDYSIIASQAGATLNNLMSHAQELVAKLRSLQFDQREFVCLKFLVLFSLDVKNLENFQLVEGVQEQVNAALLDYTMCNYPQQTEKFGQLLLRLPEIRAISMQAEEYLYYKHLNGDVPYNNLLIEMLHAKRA
# * hit, by the source's call; · = no result given.
SMILES,NCOA1 inh,TROY signal inh,NR2F2 inh,LMP1 NFkB inh,CF NFkB inh,TWEAK-Fn14 inh,KKLEB cytotox,NCOA2 inhibitor,C8 TRAIL sens,SRC3 inh,LRH-1 inv ag
c1ccc(CN2CCN(Cc3c[nH]c4ccccc34)CC2)cc1,23.8,13.1,-36.3,-4.8,6.9,-0.6,-10.4,8.3,-10.9,18.5,8.4
Cc1ccc(-n2c(C)cc(/C=C3\SC(=O)NC3=O)c2C)cc1,-166.7,-48.8,-3.1,-47.1,-6.7,-13.4,10.7,-3.6,5.4,-94.4,-113.1
CC(Oc1ccccc1)C(=O)Nc1nnc(S(=O)(=O)N(C)c2ccccc2)s1 (centres undefined),5.9,20.0,-9.4,0.4,-8.7,-7.8,15.0,-8.5,13.5,4.2,8.5
COc1ccc(-c2cc(NC=O)c3ncc(-c4cccc(C(F)(F)F)c4)n3c2)cc1OC,-2.3,-12.6,8.7,·,27.0,11.8,-14.4,9.5,25.9,4.1,-0.7
CN(C(=O)CCN1C(=O)/C(=C/c2ccc(F)cc2)SC1=S)C1CCS(=O)(=O)C1 (centres undefined),2.9,-8.6,-12.9,8.9,-18.9,-3.8,1.4,-64.1,14.1,14.5,-10.1
CC(C)(CNC(=O)c1ccc(NS(=O)(=O)c2ccc(F)c(F)c2)cc1)N1CCOCC1,3.4,7.0,-0.5,4.1,17.7,-2.2,-9.5,13.3,0.9,-34.3,-28.5
O=C(COC(=O)c1ccc(F)c(S(=O)(=O)N2CCOCC2)c1)NCCc1ccccc1,-2.4,-11.4,2.9,-6.3,10.6,1.7,3.7,-5.8,7.6,7.2,5.8
COc1ccc(CNC(=O)CCn2cccc2)cc1,-1.9,2.6,6.7,-12.1,5.2,-11.0,-0.6,3.8,-9.5,5.1,7.4
CC(C)N(Cc1cnn(C)c1)Cc1nc(Cc2ccccc2Cl)no1,-10.0,-10.6,7.8,-8.1,10.8,7.2,-3.1,2.7,-3.2,3.8,11.7
COc1ccc(-c2c(C#N)c(N)nc3sc(C(=O)c4ccc(C)cc4)c(N)c23)cc1,22.6,-19.9,5.2,6.0,30.6,-4.4,-10.2,-18.0,-6.2,13.6,-3.0
COC(=O)CSc1nnc(-c2sc3ccccc3c2Cl)o1,14.1,34.9,-0.5,4.2,0.4,63.6*,7.7,4.3,14.4,3.5,-1.7
CC1CC(=O)N(c2ccc(NCc3ccc(Cl)cc3)c([N+](=O)[O-])c2)C1=O (centres undefined),-3.1,6.6,5.7,-7.3,-10.4,16.1,15.9,18.2,10.7,17.9,2.5
Cc1onc(-c2c(Cl)cccc2Cl)c1-c1nc2cc(Cl)ccc2c(=O)o1,-0.4,9.0,-0.4,·,-5.3,15.8,0.1,-1.2,7.9,8.5,-7.1
CCOC(=O)c1sc(NC(=O)CSc2n[nH]c(-c3ccncc3)n2)c(C#N)c1C,-7.5,40.1,7.3,2.1,47.3,7.8,-21.5,12.7,4.5,-14.2,2.9
O=C(NCCO)c1ccc(Oc2ccc(C(F)(F)F)cc2[N+](=O)[O-])cc1,-5.5,5.1,13.8,-10.6,-18.0,21.9,-5.1,-3.4,1.7,5.4,-20.1
CN(C)S(=O)(=O)c1ccc(N2CCCC2)c(C(=O)N2CCN(c3ccc([N+](=O)[O-])cc3)CC2)c1,9.6,2.3,-4.5,-8.2,6.4,-26.8,2.1,-29.5,1.5,9.3,19.0
CC1=NCC(C)c2ccccc21 (centres undefined),-5.3,3.5,2.8,-5.9,-0.3,8.5,-0.9,7.4,-19.8,-14.0,10.6
COc1cc(-n2c(=O)c3ccccc3n(Cc3cccc(F)c3)c2=O)cc(OC)c1OC,-15.4,2.8,10.1,7.8,6.7,-13.1,6.9,8.1,-0.6,-11.9,11.9
CC(C)c1nc2sc3c(c2c(=O)[nH]1)CC(C)(C)OC3,-11.2,-6.7,-10.9,-3.5,6.6,12.2,-4.1,-11.9,-0.2,0.5,-11.3
CCOC(=O)C(NCc1ccccc1OC)(NC(=O)c1ccccc1)C(F)(F)F (centres undefined),16.1,-3.0,29.5,5.3,-9.8,3.1,-18.6,-0.1,-5.9,26.1,0.1
Cc1ccc(-c2nc3ncccc3o2)cc1NC(=O)c1ccco1,-10.1,-13.7,11.2,-7.5,-6.4,-4.9,5.4,-3.8,1.3,13.1,7.4
O=C(NCc1ccccc1)c1cc(C2CCCN(S(=O)(=O)c3cccc4cccnc34)C2)on1 (centres undefined),1.9,15.4,5.0,·,15.2,-24.9,-13.3,-13.4,11.3,-6.4,-3.5
COCC#Cc1ccc2c(c1)O[C@@H](CN(C)S(=O)(=O)c1cccc(F)c1)[C@@H](C)CN([C@H](C)CO)S2(=O)=O,-3.9,6.8,0.8,-6.0,21.2,2.1,-15.3,2.4,-7.2,-14.9,11.3
COc1ccc(C(CNC(=O)c2cccc(S(=O)(=O)N3CCCC(C)C3)c2)N(C)C)cc1 (centres undefined),2.7,8.7,-17.1,3.5,29.9,7.9,-14.8,25.4,16.7,-23.2,7.0
Cc1cccc(NC(=O)Cc2ccc(NC3=NC4CS(=O)(=O)CC4S3)cc2)c1 (centres undefined),-5.9,11.9,1.1,-0.2,-0.7,3.9,-3.8,-1.1,-1.9,-2.8,-7.7
COC(=O)c1ccc(C(=O)OC)c(NC(=S)N2CCN(c3ccccc3)CC2)c1,-18.1,-15.5,-3.1,1.9,3.0,-18.4,-9.2,-25.7,-23.1,15.7,6.8
Cc1occc1-c1nnc(SCC(=O)N2c3ccccc3CCc3ccccc32)n1C,4.4,3.5,11.3,0.2,-10.2,6.6,8.2,-27.0,-3.7,24.4,-0.6
O=C(CCc1nnc(Cc2ccc(-c3ccccc3)cc2)o1)NCCc1cccnc1,-23.2,-15.3,4.0,7.9,9.8,-13.6,-12.3,-7.5,-3.3,5.4,-1.5
COc1ccc(NC(=S)N2CCN(Cc3ccco3)CC2)c(OC)c1,-0.2,17.4,3.2,-3.0,-1.4,19.2,-8.6,8.1,18.1,11.4,-1.1
COc1ccccc1N1CCN(C(=O)c2ccc3c(c2)CCN3S(=O)(=O)c2ccccc2)CC1,8.5,33.4,34.9,11.9,9.3,20.4,-13.2,17.4,7.3,10.4,2.0

# Three entries from above, sorted by the value under SRC3 inh, lowest first:
Molecule | SRC3 inh
Cc1ccc(-n2c(C)cc(/C=C3\SC(=O)NC3=O)c2C)cc1 | -94.4
CN(C(=O)CCN1C(=O)/C(=C/c2ccc(F)cc2)SC1=S)C1CCS(=O)(=O)C1 (centres undefined) | 14.5
CC1CC(=O)N(c2ccc(NCc3ccc(Cl)cc3)c([N+](=O)[O-])c2)C1=O (centres undefined) | 17.9

# Next compounds:
SMILES,NCOA1 inh,TROY signal inh,NR2F2 inh,LMP1 NFkB inh,CF NFkB inh,TWEAK-Fn14 inh,KKLEB cytotox,NCOA2 inhibitor,C8 TRAIL sens,SRC3 inh,LRH-1 inv ag
O=C(Nc1ccccc1N1CCN(c2ccccc2)CC1)c1ccccc1F,14.2,-24.8,-10.3,0.5,1.0,-20.9,5.2,0.7,3.9,20.2,11.3
O=C(Cn1cnc2ccccc2c1=O)N1CCN(c2ccccc2)CC1,-3.1,2.7,3.1,-5.4,-4.1,-11.7,6.5,17.7,19.7,10.1,-3.5
Cc1cc(C)n(CC(=O)NC2CCCc3c2cnn3-c2ccc(C)c(C)c2)n1 (centres undefined),-26.8,-10.1,-7.7,-11.4,8.4,-14.1,-2.7,-35.4,3.7,-44.8,-68.5
Cc1ccc(C)c(CSc2nc3[nH]ncc3c(=O)[nH]2)c1,7.8,20.2,-9.7,17.2,41.3,32.8,-19.6,-10.2,-13.9,21.7,14.0
CSCCC(=O)N1CCN(CC(=O)N2CCCC2)CC1,14.3,-11.0,-26.5,-1.4,2.7,17.6,15.3,-26.6,-10.7,11.0,0.4
O=C(CSc1nnc(Cc2cccs2)n1Cc1ccco1)Nc1ccc(Br)cc1,7.1,12.6,14.5,-15.4,-5.2,20.7,13.5,-7.4,2.7,24.0,16.2
Cc1ccc(S(=O)(=O)N(CC(=O)N2CCN(c3ccccc3F)CC2)C2CCCCC2)cc1,2.5,-1.4,17.7,0.6,11.0,14.4,-14.9,-10.4,8.7,13.6,-30.7
CC(=O)OC1(C(C)=O)CCC2C3CC4OC45CC(O)CCC5(C)C3CCC21C (centres undefined),14.1,-6.8,9.5,-3.9,-12.9,8.8,-5.0,-6.5,13.0,-11.9,5.5
COc1ccc(C=NCCC2(O)CC(C)N(C)CC2C)cc1 (centres undefined),13.0,11.0,9.5,-6.1,10.8,-19.3,-1.8,15.8,2.3,-12.0,6.4
Cc1c(NC(=O)COC(=O)Cn2cc(C(F)(F)F)ccc2=O)cccc1[N+](=O)[O-],-8.7,12.3,24.8,-4.9,12.1,-15.1,-2.7,-23.9,3.0,-10.8,1.9

# Shown as a hit in TWEAK-Fn14 inh, among the entries above:
compound	NCOA1 inh	NR2F2 inh	LMP1 NFkB inh	CF NFkB inh	TWEAK-Fn14 inh	NCOA2 inhibitor	SRC3 inh	LRH-1 inv ag
COC(=O)CSc1nnc(-c2sc3ccccc3c2Cl)o1	14.1	-0.5	4.2	0.4	63.6*	4.3	3.5	-1.7

# (more compounds)
SMILES,NCOA1 inh,TROY signal inh,NR2F2 inh,LMP1 NFkB inh,CF NFkB inh,TWEAK-Fn14 inh,KKLEB cytotox,NCOA2 inhibitor,C8 TRAIL sens,SRC3 inh,LRH-1 inv ag
Cc1cc([N+](=O)[O-])nn1CC(=O)N1CCN(Cc2ccccc2)CC1,5.6,-1.6,-11.4,-2.0,11.9,9.1,-5.7,-12.3,-0.7,7.4,4.8
COc1ccc(C2/C(=C(/O)c3ccc4c(c3)CC(C)O4)C(=O)C(=O)N2CCCN2CCOCC2)cc1OC (centres undefined),-3.0,-2.1,6.4,0.0,-14.2,-3.5,10.6,-14.4,-8.4,2.6,3.3
Nc1nc(=S)c2ncn(C3CCCCC3)c2[nH]1,-3.4,63.9*,-17.0,-3.1,8.9,-7.4,-15.5,11.9,15.1,-14.7,-15.8
CCN(CC)CCn1c2ccccc2c2n[nH]c(=S)nc21,-18.2,6.6,11.1,0.5,-22.5,-1.9,3.2,-11.8,-3.2,-9.6,-9.9
CCCNCC1C(Oc2ccc(Cl)cc2Cl)C(=O)N1c1cccc(C)c1C (centres undefined),-22.5,-5.7,-9.1,-6.1,19.8,0.5,-13.1,-12.7,5.7,10.3,-2.6
Cn1c(=O)[nH]c(=O)c2c1nc(NCCc1ccccc1)n2CC(O)COc1ccccc1 (centres undefined),14.4,-12.2,10.5,2.4,-21.0,-17.4,4.1,-4.1,-6.3,-6.4,-8.1
CCn1cnc2c([N+](=O)[O-])c(NS(=O)(=O)c3ccc(C)cc3)ccc21,1.1,-8.6,8.5,11.8,5.3,-5.6,-0.6,-4.5,-1.6,7.9,1.3

# Screening data from PubChem BioAssay.
